HCV inhibitor = blocks hepatitis C virus; Huh7.5.1 HCVcc-Cre infection, luciferase reporter, 44 h; Potency, µM (top dose mostly 41.8 µM), for inactives: at the top dose activity change, negative = inhibition, hits mostly inhibitors; actives 3.4% (n = 340,000); AID 651820; also: potency is read from the fitted curve at half-maximal effect
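Luciferase read-out (15 sec integration) after a 15 min room-temperature substrate step quantifies HCVcc-Cre infection. Cells, 1,000 per well, had compound added 4 h post-plating, then virus at ~0.5 moi, and were cultured 44 h.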
HCMV antiviral = inhibitors of human cytomegalovirus; actives 4.5% (n = 410,000); activity change, negative = inhibition, % at 57.5 µM; AID 1259415; HFF cells, HCMV-luciferase reporter, 72 h; stronger effect = lower value; in the data active = activity change below about -60%; inconclusive = no clear call, values can overlap the other calls; inactive = above about -39%
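Human foreskin fibroblasts infected with luciferase-reporter HCMV at MOI 1 PFU/cell, compounds at two doses. Luciferase measured 72 h post infection; normalized to buffer-only basal and Salinomycin (10uM) controls.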
AmpC detergent = AmpC beta-lactamase inhibition with detergent present | P00811 | AmpC hydrolysis of nitrocefin, absorbance 480 nm, 0.01% Triton | Potency, µM (doses to about 114 µM), for inactives: top-dose activity change, negative = inhibition, actives largely listed as inhibitors | actives 0.041% (n = 370,000) | AID 485294;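 also: potency is read from the fitted curve at half-maximal effect; 0% = no-compound wells and -100% = no-enzyme wells; nearly all actives have a fitted effect of over 25% in size; some results filed as inactive show a strong effect at the top dose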
Target sequence (P00811 whole entry, looked up): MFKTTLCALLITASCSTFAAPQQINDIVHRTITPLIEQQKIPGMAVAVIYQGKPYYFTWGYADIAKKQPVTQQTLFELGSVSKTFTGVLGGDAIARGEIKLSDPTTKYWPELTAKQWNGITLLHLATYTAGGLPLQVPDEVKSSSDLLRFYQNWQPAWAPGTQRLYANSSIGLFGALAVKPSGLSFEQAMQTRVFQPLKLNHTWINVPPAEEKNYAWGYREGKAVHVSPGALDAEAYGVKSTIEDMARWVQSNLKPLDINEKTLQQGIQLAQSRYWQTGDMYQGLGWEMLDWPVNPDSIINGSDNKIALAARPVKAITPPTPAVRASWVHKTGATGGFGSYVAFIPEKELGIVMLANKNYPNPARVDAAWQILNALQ
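20 mM phosphate pH 7.0 + 0.01% (detergent screen) or 0.0001% Triton X-100; 5.3 nM AmpC reagent; cpd preinc 15 min RT; nitrocefin (800 uM stock) to start; A480 q20 s × 4 min; Activity was normalised to no-enzyme and no-compound control wells.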
AmpC inh no detg = AmpC beta-lactamase inhibition without detergent; P00811; AmpC nitrocefin hydrolysis, absorbance 480 nm, 0.0001% Triton; Potency, µM (titrated, usually from 57.1 µM), for inactives: top-dose activity change, negative = inhibition, actives largely listed as inhibitors; actives 0.52% (n = 330,000);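 also: potency is read from the fitted curve at half-maximal effect; plate controls were no compound for no effect and no enzyme for full effect; nearly all actives have a fitted effect of over 20% in size; some results filed as inactive show a strong effect at the top dose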
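AmpC (5.3 nM in the dispensed reagent) in 20 mM phosphate pH 7.0 with 0.01% (detergent screen) or 0.0001% Triton X-100 was preincubated with compounds for 15 min at room temperature. Nitrocefin was then added from an 800 uM solution, and hydrolysis was followed at 480 nm.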
Giardia FBPA inh = inhibitors of Giardia lamblia fructose-1,6-bisphosphate aldolase. actives 0.71% (n = 290,000). Potency, µM (highest dose often 59.6 µM), for the others: at the highest dose activity, negative = inhibition, actives largely listed as inhibitors. purified Giardia FBPA; also: potency is read from the fitted curve at half-maximal effect; nearly all actives have a fitted effect of over 55% in size
Target sequence (A8B2U2 whole entry, looked up): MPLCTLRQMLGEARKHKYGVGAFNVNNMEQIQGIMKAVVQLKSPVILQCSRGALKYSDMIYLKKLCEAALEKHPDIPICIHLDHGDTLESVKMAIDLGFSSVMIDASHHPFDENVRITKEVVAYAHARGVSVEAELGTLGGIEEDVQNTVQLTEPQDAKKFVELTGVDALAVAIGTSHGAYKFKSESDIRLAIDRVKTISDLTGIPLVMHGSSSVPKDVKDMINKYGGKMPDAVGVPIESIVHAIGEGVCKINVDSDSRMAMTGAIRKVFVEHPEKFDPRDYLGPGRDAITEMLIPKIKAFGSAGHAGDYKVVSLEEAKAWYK
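Giardia FBPA (40 nM reagent) was preincubated 10 min at RT with compound (up to 57.5 uM final), then substrate plus GAPDH/TPI/NAD/arsenate coupling system with diaphorase/resazurin was added; resorufin fluorescence (525/598 nm) was read after 20 min.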
Sm TGR inh = blocks Schistosoma mansoni thioredoxin glutathione reductase. AID 485364. Potency, µM (doses to about 114 µM), for inactives: at the highest dose activity change, negative = inhibition, actives largely listed as inhibitors. purified TGR, DTNB reduction, TNB absorbance 405 nm. actives 3% (n = 360,000). Q962Y6; also: potency is read from the fitted curve at half-maximal effect; nearly all actives have a fitted effect of over 60% in size
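Kinetic colorimetric format: TGR-catalysed, NADPH-driven DTNB reduction monitored via TNB absorbance. Enzyme dispensed at 20 nM; compound exposure 15 min at room temperature before reaction start.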
Starred values were filed as active, the others as inactive; ? = inconclusive; / = not tested or not shown; & = joins results of further samples; [ ] = remark or other dose. Unless noted, calls follow the shape of the dose curve; as a rule, active = well fitted curve in the direction sought with a large enough effect; inconclusive = small, poorly fitted or top-dose-only effect, or another doubt; inactive = no such curve, though single readings can be large; an effect the other way counts as inactive or inconclusive. Unless noted, % is scaled to controls: 0 for no effect and ±100 for the full control effect.

SMILES	HCV inhibitor	HCMV antiviral	AmpC detergent	AmpC inh no detg	Giardia FBPA inh	Sm TGR inh
CCNc1ccc(P(=O)(c2ccccc2)c2ccccc2)cc1	?	-8	-4%	29%	8%	4%
CC(C)C1OC2c3cccc4cccc(c34)C2N1c1ccccc1 (centres undefined)	8%	-25	-1%	0%	-20%	2%
CCOC(=O)c1cc2c(ccn2C)n1CC(=O)N(Cc1ccccc1)c1ccc(F)cc1	10%	-32	?	2%	-3%	-9%
Nc1nc(-c2ccc(Br)cc2)cc(C(F)(F)F)n1	-12%	-13	-14%	-18%	0%	-20%
CCn1c(O)c(/C=C/C=C/C=Nc2ccccc2)sc1=S	-2%	-27	6%	-30%	-19%	/
O=C1NCCCc2c1no[n+]2[O-]	8%	29	6%	?	6%	-7%
Oc1ccc(-c2nc3ccc(Cl)cn3c2Nc2ccc(Cl)cc2)cc1	/	?	1%	/	/	0%
COc1cc(C(=O)NCC(=O)N/N=C\C(C)=C/c2ccccc2)cc(OC)c1OC	?	-31	0%	62%[activator]	/	7%
CCOc1ccc(CCNC(=O)c2ccc(C)c(NC3=NC4CS(=O)(=O)CC4S3)c2)cc1 (centres undefined)	6%	-16	-2%	-7%	/	-8%
O=c1c(Cc2ccc(F)cc2)c(O)ccn1CC1CCCO1 (centres undefined)	17%	-13	-14%	-11%	-9%	1%
CCN1CCCCC(=N/O)/C(=N/O)CCCC1	2%	19	5%	-8%	0%	0%
Cc1cccc(NC(=O)CSc2nc(C)c(Cc3ccccc3)c(=O)[nH]2)c1	24%	-4&9	4%&1%	-34%	8%	9%&-2%
COc1ccc(NC(=S)N(CCC(C)C)C2CCN(C(C)C)CC2)cc1	?	-31	-6%	0%	9%	12%
Cc1cc(=O)n2c3c(cccc13)CCC2	-29%	79	?	-13%	-6%	-26%
CCc1ccc(CNC(=O)c2nn(-c3ccc(OC)c(Cl)c3)c(=O)c3c2c2ccccc2n3C)cc1	/	5	2%	/	/	?
COC(=O)CSc1ncc(S(=O)(=O)c2ccccc2)c(=O)[nH]1	14%	8	1%	-3%	-16%	12%
Cc1c(NC(=O)CSc2ccc(Cl)cc2)cccc1-c1nc2cc(Cl)ccc2o1	4%	-18	-16%	-23%	-2%	-5%
CCCCc1nnc(NC(=O)CC(=O)Nc2ccccc2C(=O)O)s1	1%	-3	0%	-18%	3%	-3%
Cc1cccc(Nc2ncnc3onc(-c4ccc(Cl)cc4)c23)c1C	/	-2	15%	/	/	8%
CC1CCN(C(=O)CSc2ccc(-c3cccc([N+](=O)[O-])c3)nn2)CC1	?	?	4%	-8%	1%	-1%
CC(=O)C[C@@H](O)CC(=O)[C@@H]1OC(=O)CCCCCc2ccccc21	11%	1	/	-13%	/	/
Nc1nc(N)nc(COc2ccccc2)n1	4%	-8	-4%	-14%	1%	0%
CCNC(=S)N1CCC(n2cnc3ccccc32)CC1	2%	-37	-2%	-38%	4%	/
Cc1ccc(OCc2n[nH]c(=S)n2-c2ccccc2)cc1C	11%	-13	-3%	-23%	12%	-3%
Cn1c(SCc2ccc(C(=O)Nc3nccs3)cc2)nnc1-c1ccccc1	11%	9	3%	-14%	-4%	4%
Cc1cccc(C)c1NC(=O)CN(C)CC(=O)Nc1sc2c(c1C(N)=O)CCC2	-14%	-8	-12%	53%	/	-25%
Cn1c(N)c(C(=O)c2cc(-c3ccccn3)nc3ccccc23)c(=O)[nH]c1=O	7%	8	-11%	-11%	-6%	6%
O=C(O)c1oc2ccccc2c1CSc1ccccn1	11%	-2	-11%	-14%	24%	0%
CC(C)n1nnnc1SCC(=O)Nc1cccc(F)c1	-25%	-25	-6%	-11%	10%	-9%
CSCC[C@H](NC(=O)[C@@H]1Cc2ccccc2CN1)C(=O)NC(C)c1ccccc1 (some centres undefined)	0%	-1	-5%	-2%	?	0%

Next part; the last 5 above are carried over.
SMILES	HCV inhibitor	HCMV antiviral	AmpC detergent	AmpC inh no detg	Giardia FBPA inh	Sm TGR inh
Cc1cccc(C)c1NC(=O)CN(C)CC(=O)Nc1sc2c(c1C(N)=O)CCC2	-14%	-8	-12%	53%	/	-25%
Cn1c(N)c(C(=O)c2cc(-c3ccccn3)nc3ccccc23)c(=O)[nH]c1=O	7%	8	-11%	-11%	-6%	6%
O=C(O)c1oc2ccccc2c1CSc1ccccn1	11%	-2	-11%	-14%	24%	0%
CC(C)n1nnnc1SCC(=O)Nc1cccc(F)c1	-25%	-25	-6%	-11%	10%	-9%
CSCC[C@H](NC(=O)[C@@H]1Cc2ccccc2CN1)C(=O)NC(C)c1ccccc1 (some centres undefined)	0%	-1	-5%	-2%	?	0%
CCOC(=O)c1ccc(NC(=O)CC2Nc3cc(C)c(C)cc3NC2=O)cc1 (centres undefined)	/	-15	10%	/	/	-5%
O=C(OCc1cccc([N+](=O)[O-])c1)c1ccc2ccccc2n1	11%	2	4%	-7%	-4%	-2%
O=C(/C=C/c1ccccc1[N+](=O)[O-])Nc1ccc(S(=O)(=O)Nc2ncccn2)cc1	20%	5	-10%	-16%	-29%	-2%
CCCCS(=O)(=O)c1oc(-c2cccs2)nc1S(=O)(=O)c1ccccc1	/	-108*	10%	/	/	0.5µM*
CCOc1ccc(S(=O)(=O)Nc2ccc3c(c2)OCO3)c2cccnc12	-9%	98	-3%	-40%	-11%	-2%
CCC(=O)Nc1nc(OC)cc(OC)n1	-18%	-8	-3%	0%	1%	-6%
Brc1ccccc1-c1nnc(COc2cccc3cccnc23)o1	-21%	15	-1%	-22%	-17%	-26%
[O-][n+]1onc2c1CCc1c-2nc(-c2ccccc2)n1OCc1ccccc1	14%	-16	-8%	-8%	1%	7%
CCCCCC(=O)NC(NC(=S)N1CCOCC1)C(Cl)(Cl)Cl (centres undefined)	-8%	-5	1%	-3%	0%	-1%
O=C(c1ccc2ccccc2n1)N(CCO)Cc1ccccc1	11%	6	-12%	9%	-15%	15%
Cc1ccc(CNC(=O)COC(=O)CCC(=O)c2cccs2)cc1	11%	?	1%	-1%	5%	0%
Nc1cc(C(F)(F)F)ccc1C(=O)O	11%	-9	?	-20%	10%	0%
Cc1ccc(C(C[N+](=O)[O-])Sc2ccc(N)cc2)cc1 (centres undefined)	?	-100*	?	-42%	?	30%
Cc1ccc(S(=O)(=O)c2c(C)nn(C(C)(C)C)c2OC(=O)c2ccco2)cc1	-4%	33	3%	25%	-7%	-6%
Cc1ccc(NC(=O)Cn2nnc(C(=O)NCc3ccccc3)c2N)cc1C	20%	46	-4%	-34%	6%	-2%
CCOc1ccc(C(C(=O)NCCC(C)C)N(CCO)C(=O)c2snc(C(N)=O)c2N)cc1 (centres undefined)	-14%	29	4%	6%	14%	4%
CC1CN(C(=O)CCC(=O)NCc2ccc(Cl)cc2)c2ccccc2O1 (centres undefined)	-11%	3	-9%	35%	-2%	0%
Cc1coc2c(C)c3oc(=O)c(CCC(=O)NCCCN4CCOCC4)c(C)c3cc12	?	-7	?	140%[activator]	-3%	0%
CCOC(=O)c1ccc(S(=O)(=O)N2CCN(C(=O)c3cc4ccccc4o3)CC2)cc1	5%	0	0%	-8%	/	3%
COCCNC(=O)CSc1nc(-c2cc(OC)c(OC)c(OC)c2)[nH]c1-c1ccc(Cl)cc1	/	-32	12%	/	/	4%
Cc1nc2cc(NCc3cccs3)ccc2n1C	13%	-30	0%	-13%	0%	5%
Cc1cccc(-n2ccnc2SCC(=O)Nc2ccc(F)cc2F)c1C	/	-20	-6%	/	/	1%
Cc1cc(C)cc(C(=O)NC(CC(N)=O)c2ccc(NCCN3CCOCC3)c([N+](=O)[O-])c2)c1 (centres undefined)	-2%	-3	-13%	-18%	-2%	40%[activator]
C=CCn1c(SCC(N)=O)nc2sc3c(c2c1=O)CCC3	-8%	-1	?	-25%	-8%	84%
Cc1ccc2c(Cn3cc(C(F)(F)F)cc(Cl)c3=O)cc(=O)oc2c1	9%	18	3%	-22%	0%	2%
N#C/C(=C\c1ccccc1OCc1ccc(C(=O)O)cc1)c1ccccc1	15%	-12	2%	-33%	7%	2%
CC(C)(C)c1ccc(C(=O)NNC(=O)c2cccc(Br)c2)cc1	?	-73*	-9%	-28%	-10%	-1%
CCC(c1nnnn1C1CCCCC1)N1CCN(C(=O)c2ccco2)CC1 (centres undefined)	8%	-24	-1%	-4%	-28%	3%
CCOCCCNC(=S)N1CCC(C(=O)c2ccc(C)cc2)CC1	0%	-20	-10%	29%	1%	-12%
CC(=O)c1cccc(OCc2cc(C(=O)N3CCSCC3)no2)c1	16%	79	-6%	13%	/	-15%

One compound at a time, as listed above:
CC1CN(C(=O)CCC(=O)NCc2ccc(Cl)cc2)c2ccccc2O1 (centres undefined) is entered as HCV inhibitor: -11%; HCMV antiviral: 3; AmpC detergent: -9%; AmpC inh no detg: 35%; Giardia FBPA inh: -2%; Sm TGR inh: 0%
Cc1nc2cc(NCc3cccs3)ccc2n1C is entered as HCV inhibitor: 13%; HCMV antiviral: -30; AmpC detergent: 0%; AmpC inh no detg: -13%; Giardia FBPA inh: 0%; Sm TGR inh: 5%

(listing goes on)
SMILES	HCV inhibitor	HCMV antiviral	AmpC detergent	AmpC inh no detg	Giardia FBPA inh	Sm TGR inh
CCOC(=O)NC(Nc1ccc(OC)cc1)(C(F)(F)F)C(F)(F)F	-9%	38	?	-24%	-23%	-22%
CC(=O)N1c2c(cc(Br)cc2S(=O)(=O)Nc2c(C)n(C)n(-c3ccccc3)c2=O)CC1C (centres undefined)	-12%	-2	?	-20%	2%	4%
COCc1cc(C)nc(N/N=C/c2ccc(-c3ccc(C(=O)O)c(Cl)c3)o2)c1C#N	/	/	-3%	-10%	0%	-20%
COc1ccc(/C=N/n2c(=O)[nH]c3c([nH]c4ccc(Cl)cc43)c2=O)cc1CN1CCCCC1	?	64	-4%	-9%	3%	-3%
Clc1ncnc2scc(-c3ccc(Br)cc3)c12	?	?	-17%	-25%	3%	-17%
Cc1ccc(-c2cc(-c3ccc4c(c3)OCO4)c(C#N)c(N)n2)o1	?	51	-1%	-31%	?	10µM*

Not a hit list; any-hit rate near 9.9%.
